# SW480 rerep: A quantitative high throughput screen for small molecules that induce DNA re-replication in SW480 colon adenocarcinoma cells; SW480 DNA re-replication, Hoechst DNA content imaging, 48 h; Potency, µM (top dose mostly 46.1 µM), without a hit: at the top dose re-replication activation, usual class: activators; 1.8% of 340,000 active; AID 624297, 2012; further: potency means the concentration at half of the fitted maximal effect; % of control where 0% means no effect; nearly all actives have a fitted effect of over 55% in size
#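 Per well, 250 cells were exposed to pinned compound for 48 hr. Nuclear DNA was visualised with Hoechst (40 min, 37 C) and total object intensity recorded by fluorescence scanning.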
# HT1080NT lethal: qHTS for induction of synthetic lethality in tumor cells producing 2HG: qHTS for the HT-1080-NT fibrosarcoma cell line | HT-1080-NT fibrosarcoma viability, CellTiter-Glo ATP luminescence, 48 h | Potency, µM (series often up to 46.1 µM), without a hit: at the top dose activity, negative = less viability, actives largely listed as cytotoxic | 1.6% of 360,000 active | AID 686970, 2013;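 further: NT is the 2HG producing partner of a matched IDH1 knockdown line; potency means the concentration at half of the fitted maximal effect; 0% = DMSO-treated cells and -100% = media-only wells without cells; nearly all actives have a fitted effect of over 55% in size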
#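 A 48-hour cytotoxicity screen used HT-1080-NT cells plated 2 hours before compound delivery. ATP-based CellTiter-Glo luminescence measured viability, normalized to DMSO and no-cell controls.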
# MCF10A rereplic: A quantitative high throughput screen for small molecules that induce DNA re-replication in MCF 10a normal breast cells. 2.9% of 350,000 active. MCF 10A DNA re-replication, Hoechst nuclear intensity, 48 h. Potency, µM (doses to about 46.1 µM), inactives show top-dose activity, positive = re-replication, hits mostly activators; further: potency means the concentration at half of the fitted maximal effect; % of control where 0% means no effect; nearly all actives have a fitted effect of over 50% in size
# KB-V1 MDR tox: qHTS assay for MDR1-selective chemotherapeutics: Primary screen using the drug-selected MDR subline cells KB-V1. KB-V1 MDR cells viability, CellTiter-Glo, 72 h. Potency, µM (doses to about 46.1 µM), for inactives: top-dose activity change, negative = cytotoxicity, usual class: cytotoxic. 3.4% of 400,000 active. AID 1347076, 2019; further: potency means the concentration at half of the fitted maximal effect; on the % scale 0 is the no-effect control and ±100 the full control effect; nearly all actives have a fitted effect of over 60% in size
#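 Following 72 h at 37 degrees C with compound, KB-V1 cell viability was read by CellTiter-Glo luminescence, medium being phenol-red-free DMEM plus 10% FBS; concentration-response parameters came from normalized, curve-fitted qHTS data.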
# WRN inhibitor: qHTS for Inhibitors of WRN Helicase. AID 651768, 2012. Bifunctional 3'-5' exonuclease/ATP-dependent helicase WRN (Homo sapiens), Q14191. Potency, µM (series often up to 114 µM), without a hit: top-dose activity change, negative = inhibition, actives largely listed as inhibitors. WRN helicase unwinding, fluorescent forked duplex, kinetic. 0.46% of 360,000 active; further: potency means the concentration at half of the fitted maximal effect; on the % scale 0 is the no-effect control and ±100 the full control effect; nearly all actives have a fitted effect of over 55% in size
# Target sequence (Q14191 whole entry, looked up): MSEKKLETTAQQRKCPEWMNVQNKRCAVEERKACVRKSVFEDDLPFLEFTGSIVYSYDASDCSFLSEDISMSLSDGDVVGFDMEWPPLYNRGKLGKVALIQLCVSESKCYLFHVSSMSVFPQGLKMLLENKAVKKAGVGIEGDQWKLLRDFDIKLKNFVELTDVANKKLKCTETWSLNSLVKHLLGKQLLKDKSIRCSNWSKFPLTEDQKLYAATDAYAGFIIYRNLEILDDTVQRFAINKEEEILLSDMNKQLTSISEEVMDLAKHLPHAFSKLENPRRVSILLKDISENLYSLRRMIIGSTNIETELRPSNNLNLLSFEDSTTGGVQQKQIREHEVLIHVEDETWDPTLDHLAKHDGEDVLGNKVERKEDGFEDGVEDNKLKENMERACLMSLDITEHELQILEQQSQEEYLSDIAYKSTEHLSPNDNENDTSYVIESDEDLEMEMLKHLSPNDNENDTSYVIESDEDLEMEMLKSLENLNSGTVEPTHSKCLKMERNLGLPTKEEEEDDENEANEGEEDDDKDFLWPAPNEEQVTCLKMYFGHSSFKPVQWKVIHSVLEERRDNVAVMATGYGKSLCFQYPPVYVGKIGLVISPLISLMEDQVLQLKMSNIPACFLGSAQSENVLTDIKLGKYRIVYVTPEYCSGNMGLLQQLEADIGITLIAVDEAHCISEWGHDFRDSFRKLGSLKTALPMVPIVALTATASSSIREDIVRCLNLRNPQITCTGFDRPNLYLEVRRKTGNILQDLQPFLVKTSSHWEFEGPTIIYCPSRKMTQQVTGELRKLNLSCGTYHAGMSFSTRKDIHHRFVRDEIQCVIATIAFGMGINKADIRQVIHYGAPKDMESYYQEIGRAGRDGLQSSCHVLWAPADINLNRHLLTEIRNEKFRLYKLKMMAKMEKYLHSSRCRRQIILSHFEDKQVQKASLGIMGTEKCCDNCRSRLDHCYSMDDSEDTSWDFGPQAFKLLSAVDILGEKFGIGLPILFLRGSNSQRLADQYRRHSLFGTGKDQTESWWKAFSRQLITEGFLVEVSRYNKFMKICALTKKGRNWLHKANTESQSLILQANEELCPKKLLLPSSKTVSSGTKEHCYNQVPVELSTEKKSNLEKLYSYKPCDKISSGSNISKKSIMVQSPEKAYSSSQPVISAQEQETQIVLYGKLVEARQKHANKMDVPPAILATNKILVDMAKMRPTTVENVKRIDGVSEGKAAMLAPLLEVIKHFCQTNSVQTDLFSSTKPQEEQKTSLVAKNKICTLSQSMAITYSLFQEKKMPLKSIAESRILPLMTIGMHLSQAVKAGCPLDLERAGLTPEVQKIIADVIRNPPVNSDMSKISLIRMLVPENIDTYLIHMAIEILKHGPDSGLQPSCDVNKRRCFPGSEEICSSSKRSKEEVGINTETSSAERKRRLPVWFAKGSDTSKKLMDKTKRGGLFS
#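 Fluorescence dequenching readout, ex 525 nm/em 598 nm, kinetic mode: forked duplex DNA (100 nM final) with adjacent fluorophore and quencher unwound by WRN (20 nM final) with 2 mM ATP. Compound preincubation 15 min, room temperature.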
# ATXN2 expr inh: Primary qHTS for Inhibitors of ATXN expression | HEK-293 ATXN2-luciferase reporter, luminescence, 24 h | 0.72% of 360,000 active | Potency, µM (top dose mostly 57 µM), without a hit: at the highest dose activity change, negative = inhibition, actives largely listed as inhibitors | AID 1745845, 2022; further: potency means the concentration at half of the fitted maximal effect; on the % scale 0 is the no-effect control and ±100 the full control effect; nearly all actives have a fitted effect of over 55% in size
#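 ATXN2-luciferase reporter cells (luciferase flanked by upstream and downstream ATXN2 gene portions) were treated 24 h at 37 °C with compounds at up to 57 uM. SteadyGlo luminescence gave expression; GF-AFC fluorescence gave viability.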
# IL-1B inflam inh: qHTS for Inhibitors of Inflammasome Signaling: IL-1-beta AlphaLISA Primary Screen | THP-1 LPS/ATP IL-1B secretion, AlphaLISA, 16 h; stronger effect = lower value | activity change, % at 57.5 µM | 4.7% of 360,000 active; in the data active means activity change below about -50%; inconclusive means mostly about -30% to -49%; further: on the % scale 0 is the no-effect control and ±100 the full control effect
#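 Secreted IL-1B measured by AlphaLISA bead assay after 16 h compound exposure of THP-1 cells; compounds (final up to 57.5 uM) added 1 h before LPS (250 ng/mL) and ATP (1.25 mM) stimulation; lower signal means less secretion.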
# HT1080 IDH1KD tx: qHTS for induction of synthetic lethality in tumor cells producing 2HG: qHTS for the HT-1080-IDH1KD cell line. HT-1080 IDH1 knockdown viability, ATP luminescence, 48 h. Potency, µM (titrated, usually from 46.1 µM), for the others: at the top dose activity, negative = toxicity, usual class: cytotoxic. 2% of 360,000 active;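 further: potency means the concentration at half of the fitted maximal effect; 0% = DMSO wells and -100% = cell-free medium wells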
#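 Luminescent ATP read-out (CellTiter-Glo, 10 min at room temperature) after 48 h compound exposure at 37 °C gave viability of IDH1-knockdown HT-1080 cells. Activity was normalised to DMSO and cell-free wells, then fitted as concentration-response curves.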
# KB-3-1 tox: qHTS assay for MDR1-selective chemotherapeutics: Primary screen using the parental adenocarcinoma cell KB-3-1; KB-3-1 viability, CellTiter-Glo ATP luminescence, 72 h; Potency, µM (titrated, usually from 46.1 µM), without a hit: top-dose activity change, negative = cytotoxic, usual class: cytotoxic; 1.4% of 400,000 active; AID 1347075, 2019; further: potency means the concentration at half of the fitted maximal effect; on the % scale 0 is the no-effect control and ±100 the full control effect; nearly all actives have a fitted effect of over 60% in size
#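 KB-3-1 parental drug-naive adenocarcinoma cells in DMEM/10% FBS, incubated 72 h at 37 C with pin-transferred compounds across a concentration series. Viability by CellTiter-Glo luminescence; concentration-response curves fitted after normalization.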
# An asterisk follows results filed as active; ? = inconclusive; / = not tested or not shown; & = joins results of further samples; ! = not confirmed by another sample; [ ] = dose if it differs, or a comment. Unless noted, the call rests on the fitted dose curve; in most records, active means well fitted curve in the direction sought with a large enough effect; inconclusive means small, poorly fitted or top-dose-only effect, or another doubt; inactive means no such curve, though single readings can be large; an effect the other way counts as inactive or inconclusive.
1: Cc1cc(C)c2c(C)c(C(=O)Nc3c(C)n(C)n(-c4ccccc4)c3=O)oc2c1
2: CC(C)CC(=O)Nc1ccccc1-c1nnn(CC(=O)N2CCOCC2)n1
3: CC(=O)N/N=C/C1=CCC2CC1C2(C)C (stereo not drawn)
4: Cc1cccc(NC(=O)c2cccc(N3C(=O)CCC3=O)c2)c1
5: COc1cccc(-c2c(-c3cc(OC)cc(OC)c3)n(C)c3ccc(-c4cnc(OC)nc4)cc23)c1
6: COc1ccc(-c2c3c(cc(C)[n+]2[O-])oc2ccc(OC)cc23)cc1

Assay by compound,1,2,3,4,5,6
SW480 rerep,-702%[inhibitor],-7%,-2%,-7%,2%,15%
HT1080NT lethal,-1%,9%,-1%,3%,-4%,-7%
MCF10A rereplic,-64%[inhibitor],-4%,1%,-2%,?,16µM*
KB-V1 MDR tox,8.2µM*,6%,-4%,25%,?,10µM*
WRN inhibitor,4%,-1%,0%,7%,0%,1%
ATXN2 expr inh,?,-10%,-9%[11.3 µM],-3%,-23%,-29%
IL-1B inflam inh,0,14,2,8,-4,?
HT1080 IDH1KD tx,-15%,0%,-3%,7%,2%,-9%
KB-3-1 tox,25%,9%,-4%,4%,13µM*,?

7: CC(C)(C)c1ccc(S(=O)(=O)NC(=O)C2(C)CCN2C(=O)C2(c3ccc(Cl)cc3)CC2)cc1 (stereo not drawn)
8: CC1CCN(CCCCOc2ccccc2[N+](=O)[O-])CC1
9: CC(C)(C)C(=O)NC(=S)Nc1ccc(Cc2ccncc2)cc1
10: COc1ccc(-c2nn(-c3ccccc3)cc2CN2CCCO2)c(F)c1
11: CCCCCCN(C(=O)CCl)c1ccccc1
12: CCOC(=O)C1CCCN(C(=O)Cn2nc(C)c3c(C)n(-c4ccccc4)nc3c2=O)C1 (stereo not drawn)

Assay by compound,7,8,9,10,11,12
SW480 rerep,/,?,-8%,7%[1.84 µM],9.2µM*,24%
HT1080NT lethal,-20%,1%,-22%,2%,3.7µM*,9%
MCF10A rereplic,/,?,11%,?,?,-4%
KB-V1 MDR tox,3%,-9%,0%,-16%,-33%,17%
WRN inhibitor,-2%,-8%[57.1 µM],0%,5%[57.1 µM],-9%,-4%
ATXN2 expr inh,-5%,-6%,-27%,3%,/,-1%
IL-1B inflam inh,31,-62*,-65*,-29,-67*,-12
HT1080 IDH1KD tx,-5%,0%,-27%,-1%,?,10%
KB-3-1 tox,0%,-8%,-10%,4%,-4%,4%

13: O=C(NCCCN1CCOCC1)c1ccc(Cl)cc1Cl
14: O=C(Nc1ccc(Cl)cc1)Nc1nnc(CSCc2ccccc2)s1
15: CCCOC(=O)c1c(NC(=O)c2cnn3c2NC(c2ccccc2)CC3C(F)(F)F)sc2c1CCCC2 (stereo not drawn)
16: CCc1ccccc1-n1nnnc1SCC(=O)Nc1cc(C)on1
17: Cn1c(CNc2ccccc2)nc2ccccc21
18: COc1ccc(-n2c(C)nnc2SCC(=O)Nc2ccccc2F)cc1

Assay by compound,13,14,15,16,17,18
SW480 rerep,2%,0%,-8%,-72%[inhibitor],2%,-4%
HT1080NT lethal,-1%,1%,20%,-3%,-21%,-3%
MCF10A rereplic,0%,2%,-4%,0%,15%,-6%
KB-V1 MDR tox,12%,21µM*,-22%,-6%,-17%,-6%
WRN inhibitor,2%,-2%,3%,4%,-5%,-9%[57.1 µM]
ATXN2 expr inh,/,-19%,6%,-4%,58%[activator],8%
IL-1B inflam inh,-1,-3,-29,32,9,15
HT1080 IDH1KD tx,7%,4%,20%,-1%,-15%,8%
KB-3-1 tox,5%,-20%,16%,-1%,-18%,4%

# Overlap with the part before: 3 entries, then new ones.
16: CCc1ccccc1-n1nnnc1SCC(=O)Nc1cc(C)on1
17: Cn1c(CNc2ccccc2)nc2ccccc21
18: COc1ccc(-n2c(C)nnc2SCC(=O)Nc2ccccc2F)cc1
19: CCN(CC)C(=O)c1cccc(-c2csc(C(NC(C)=O)c3ccccc3)n2)c1 (stereo not drawn)
20: COCCN1CCCC(CNCc2cn(C)nc2-c2ccc(Oc3ccccc3)cc2)C1 (stereo not drawn)
21: CCCCCCCCNc1ncnc2[nH]ncc12
22: CCC(C)C(NC(=O)c1ccccc1NC(=O)c1ccco1)C(=O)O (stereo not drawn)
23: COc1ccc(-n2c(C)cc(SC)c(C(C)=O)c2=S)cc1
24: COc1ccc(CCN(C)CCN2C(=O)c3ccccc3C2=O)cc1OC

Assay by compound,16,17,18,19,20,21,22,23,24
SW480 rerep,-72%[inhibitor],2%,-4%,/,?,11%,-2%,?,2%
HT1080NT lethal,-3%,-21%,-3%,15%,?,?,2%,11%,5%
MCF10A rereplic,0%,15%,-6%,/,?,?,2%,?,-3%
KB-V1 MDR tox,-6%,-17%,-6%,1%,17%,-26%,-3%,8%,12%
WRN inhibitor,4%,-5%,-9%[57.1 µM],-5%,0%,0%,4%,2%,2%
ATXN2 expr inh,-4%,58%[activator],8%,2%,-37%,-6%,3%,3%,-2%
IL-1B inflam inh,32,9,15,6,-51*,-6,12,13,3
HT1080 IDH1KD tx,-1%,-15%,8%,10%,?,?,15%,21%,5%
KB-3-1 tox,-1%,-18%,4%,0%,?,?,2%,7%,12%

25: COc1ccc(NC(=O)CSc2n[nH]c(=O)n2C2CC2)cc1OC
26: Cc1ccccc1CS(=O)(=O)CCC(=O)NCCCN1CCN(c2ccccc2F)CC1
27: CCOc1ccc(-c2cn3ccccc3n2)cc1[N+](=O)[O-]
28: CCCNC(=O)CCn1cc(-c2ccc(OC)cc2)nc1-c1ccncc1
29: CC1(c2ccc(OC(F)F)cc2)NC(=O)N(CC(=O)NCCC2=CCCCC2)C1=O (stereo not drawn)
30: CCOC(=O)CSC1=C(C#N)C(c2ccco2)C(C(=O)Nc2cccc(C(F)(F)F)c2)=C(C)N1 (stereo not drawn)

Assay by compound,25,26,27,28,29,30
SW480 rerep,-11%,-1%,?,-2%,-14%,11%
HT1080NT lethal,-1%,-9%,15µM*,0%,-1%,?
MCF10A rereplic,-1%,?,21µM*,14%,0%,?
KB-V1 MDR tox,-10%,-2%,?,-21%,-5%,?
WRN inhibitor,1%,1%,-8%,-7%,-3%,-12%
ATXN2 expr inh,/,-12%,4%,3%,9%,-8%
IL-1B inflam inh,22,-5,9,-13,4,23
HT1080 IDH1KD tx,0%,-11%,16µM*,-1%,1%,?
KB-3-1 tox,9%,-10%,0%,-9%,8%,0%

31: c1ccc(-c2noc(CCC3CCCC3)n2)cc1
32: CCOc1ccc(C(CCc2ccccc2)NC(=O)c2ccccc2F)cc1OCC (stereo not drawn)
33: CC(=O)Nc1ccc(NC(=O)c2cc(C3CC3)nc3c2cnn3C(C)C)cc1
34: CC1(C)CC(=O)N(c2cc(Cl)cc(Cl)c2)C(=O)C1
35: CC(=O)c1ccc(OCC(=O)NC(=O)NC2CCCCC2)cc1
36: CC[C@H](NC(=O)c1c(C)c(-c2ccccc2)nc2ccccc12)c1ccccc1

Assay by compound,31,32,33,34,35,36
SW480 rerep,-4%,-1%,4%,1%,28%,-3%
HT1080NT lethal,16%,13%,-11%,4%,-10%,20%
MCF10A rereplic,-2%,-20%,?,14%,1%,-8%
KB-V1 MDR tox,14%,?,11%,-1%,-5%,2%
WRN inhibitor,-1%,10%,-16%,6%,1%,2%
ATXN2 expr inh,29%,-5%,0%,-9%,-29%,3%
IL-1B inflam inh,-5,-21,-9,2,32,14
HT1080 IDH1KD tx,12%,-23%,-10%,7%,-2%,1%
KB-3-1 tox,5%,0%,16%,1%,-12%,0%

37: COc1ccc(N/C=C/C(=O)c2ccc(C)cc2)c([N+](=O)[O-])c1
38: Cc1ccc2c(c1)N(CC(=O)NCCCN1CCOCC1)C(=O)C(C(C)C)O2 (stereo not drawn)
39: CC1(C(=O)N2CCC(CO)(Cc3cccc(C(F)(F)F)c3)CC2)CC1
40: CCn1cc([N+](=O)[O-])c(C(=O)N2CCCCCC2)n1
41: O=C(CSc1nc2ccccc2c(=O)[nH]1)NCc1ccc(Cl)cc1
42: CCC(=O)Nc1cc(C(=O)OCC(=O)c2ccccc2)ccc1C
43: COC(=O)/C=C/c1ccc(OC(=O)c2ccncc2)cc1
44: COc1ccc2cc3[n+](cc2c1OC)CCc1cc2c(cc1-3)OCO2
45: COc1ccc(CC(=O)Nc2sc(Cc3ccccc3)c(C)c2C(N)=O)cc1

Assay by compound,37,38,39,40,41,42,43,44,45
SW480 rerep,-4%,3%,-2%,?,-4%[9.22 µM],-183%[inhibitor],-3%,-1%,2%
HT1080NT lethal,-2%,-4%,0%,2%,-11%,-2%,3%,?,-16%
MCF10A rereplic,-8%,-2%,2%,14%,-1%,-4%,11%,-5%,?
KB-V1 MDR tox,18%,-19%,13%,-13%,-3%,22%,1%,20%&0%,-26%
WRN inhibitor,23%,-9%,6%,-8%,-9%,3%,-7%,6%&6%[11.6 µM],-16%
ATXN2 expr inh,51%[activator],2%,-23%,1%,-1%,3%,9%,?,-26%
IL-1B inflam inh,23,-2,9,5,18,8,0,?,-6
HT1080 IDH1KD tx,-17%,-6%,6%,0%,-11%,-1%,-1%,?,?
KB-3-1 tox,9%,-2%,-10%,-5%,5%,-1%,-5%,7.3µM*!,-16%

# Hits appear at their usual frequency; any-hit rate near 12%.
